Source: PubChem
aSyn yeast inh: rescues yeast growth from alpha-synuclein toxicity; Yeast expressing alpha-synuclein, growth rescue, BacTiter-Glo, 24 h; Potency, µM (doses to about 46.1 µM), without a hit: top-dose growth rescue (activation), hits mostly activators; hit rate 0.14% among 370,000; AID 652106; further: potency means the concentration at half of the fitted maximal effect; % of control where 0% means no effect; nearly all actives have a fitted effect of over 65% in size
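Readout is rescue of growth in alpha-synuclein-expressing yeast, so inhibitors of toxicity appear as activators. Growth after 24 hr at 30 deg C in galactose medium is quantified by luminescence.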
GLP-1R agonist: activates the human GLP-1 receptor | hit rate 0.007% among 380,000 | HEK293 GLP-1R CRE-luciferase, luminescence, 4-6 h; cells express a hypersensitive GLP-1R form | AID 624172 | Potency, µM (top dose mostly 45.6 µM), inactives show top-dose activation, usual class: activators; further: potency means the concentration at half of the fitted maximal effect; % of control where 0% means no effect
Abeta rescue: restores growth of yeast expressing A-beta42 peptide. yeast expressing A-beta42, growth rescue, OD600, 48 h; response scale: 0% DMSO, 100% iron-clioquinol control. Potency, µM (highest dose often 46.1 µM), without a hit: at the top dose growth rescue, actives largely listed as activators. hit rate 0.063% among 410,000; further: potency means the concentration at half of the fitted maximal effect; nearly all actives have a fitted effect of over 55% in size
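Growth rescue measured by 600 nm absorbance after 48 h yeast culture at 30 C with compound. Values normalized between DMSO and an equimolar ferric chloride plus clioquinol control.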
PTHR1 agonist: activates the human parathyroid hormone receptor PTHR1; Q03431; HEK293 GP2 PTHR1 cells, GloSensor cAMP luminescence, 1 h; Potency, µM (doses to about 115 µM), without a hit: at the highest dose activation, most hits filed as activators; hit rate 0.075% among 410,000; AID 743266; further: potency means the concentration at half of the fitted maximal effect; nearly all actives have a fitted effect of over 55% in size; some results filed as inactive show a strong effect at the top dose; inactives centre near -15; many of its hits are not listed in these tables
Target sequence (Q03431 whole entry, looked up): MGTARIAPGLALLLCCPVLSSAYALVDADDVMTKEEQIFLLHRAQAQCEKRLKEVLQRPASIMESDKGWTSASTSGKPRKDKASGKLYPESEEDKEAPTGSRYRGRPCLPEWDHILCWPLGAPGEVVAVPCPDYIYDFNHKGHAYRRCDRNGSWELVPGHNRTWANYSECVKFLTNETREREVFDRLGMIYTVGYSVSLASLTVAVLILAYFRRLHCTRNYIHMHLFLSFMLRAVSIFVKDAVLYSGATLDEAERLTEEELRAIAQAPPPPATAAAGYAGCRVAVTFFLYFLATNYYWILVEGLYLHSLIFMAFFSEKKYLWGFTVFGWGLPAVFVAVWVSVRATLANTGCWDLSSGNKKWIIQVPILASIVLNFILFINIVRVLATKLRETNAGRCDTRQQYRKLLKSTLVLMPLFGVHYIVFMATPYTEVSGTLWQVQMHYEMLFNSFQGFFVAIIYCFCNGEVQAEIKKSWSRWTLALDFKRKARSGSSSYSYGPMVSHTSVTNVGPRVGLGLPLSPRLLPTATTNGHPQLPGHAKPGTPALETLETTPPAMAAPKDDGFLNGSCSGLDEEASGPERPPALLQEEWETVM
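HEK-293-derived GP2 cells expressing PTHR1 and a GloSensor cAMP reporter, 3,000/well, plated overnight, given luciferin plus IBMX (each 0.5 mM as added) for 1 h at 37 °C, then compound for 1 h at 37 °C. Luminescence was read after 15 min at room temperature.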
FUS suppressor: rescues growth of FUS-expressing yeast. S. cerevisiae FUS-expressing, growth rescue, OD600, 24 h. Potency, µM (doses to about 76.6 µM), for the others: top-dose growth rescue (activation), usual class: activators. hit rate 0.24% among 390,000. AID 1347120;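 further: potency means the concentration at half of the fitted maximal effect; plate controls were DMSO vehicle for no effect and reference control for full effect; nearly all actives have a fitted effect of over 55% in size; some results filed as inactive show a strong effect at the top dose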
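Steps: raffinose overnight preculture; dilution to OD 0.005 in 2% galactose minimal medium; compound addition (concentration series); 24hr at 30C, 99% humidity; absorbance read at 600 nm.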
DRD3 antagonist: D3 dopamine receptor (human) antagonism | P35462 | AID 652054 | max response, negative = inhibition, % | hit rate 2.5% among 360,000 | D3R cells, DiscoveRx beta-arrestin luminescence, antagonist mode; hits give low values; in the data active means max response below about -50%; inconclusive means no clear call, values can overlap the other calls; further: on the % scale 0 is the no-effect control and ±100 the full control effect; mostly tested at two doses, the higher about 12 µM
Target sequence (P35462 whole entry, looked up): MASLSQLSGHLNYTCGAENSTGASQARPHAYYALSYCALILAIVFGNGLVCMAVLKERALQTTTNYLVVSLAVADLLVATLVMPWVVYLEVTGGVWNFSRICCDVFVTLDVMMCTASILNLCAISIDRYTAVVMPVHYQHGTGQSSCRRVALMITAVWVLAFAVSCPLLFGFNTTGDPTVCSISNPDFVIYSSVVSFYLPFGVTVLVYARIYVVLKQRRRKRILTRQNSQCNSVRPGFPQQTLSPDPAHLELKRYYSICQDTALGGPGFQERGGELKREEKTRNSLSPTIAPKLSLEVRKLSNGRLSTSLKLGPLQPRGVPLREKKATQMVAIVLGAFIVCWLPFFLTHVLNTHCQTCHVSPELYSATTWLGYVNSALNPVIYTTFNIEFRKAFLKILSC
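Cells expressing the human receptor were seeded at 1500 cells/well, incubated overnight at 37 degrees C in 5% CO2, then exposed to library compounds with dopamine controls for 90 minutes at 37 degrees C before luminescent detection.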
TDP43 rescue: rescues yeast growth from TDP-43 toxicity; hit rate 1.8% among 410,000; TDP-43 expressing yeast growth rescue, BacTiter-Glo, 24 h; Potency, µM (doses to about 46.1 µM), inactives show at the highest dose growth rescue (activation), most hits filed as activators; further: potency means the concentration at half of the fitted maximal effect; % of control where 0% means no effect; nearly all actives have a fitted effect of over 50% in size
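Yeast cells expressing TDP-43 under galactose induction are exposed to compounds for 24 hr at 30 deg C. BacTiter-Glo luminescence measures growth, so protective compounds score as activators.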
pAkt inh: Akt phosphorylation inhibition | Neuro2A IGF-stimulated pAkt S473 HTRF, 20 min; hits give low values | activity change, % for hits at 50 µM | hit rate 0.32% among 360,000 | AID 651550; in the data active means activity change below about -80%; inconclusive means mostly about -51% to -80%; further: on the % scale 0 is the no-effect control and ±100 the full control effect
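Single-point screen (50 µM final compound) in Neuro2A cells stimulated 20 min with 6 nM IGF at 37 deg C. After lysis, Ser473-phosphorylated Akt read by HTRF (ex 330 nm, em 615/665 nm) as the 665/615 ratio.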
GLP-1R inv ag: acts as inverse agonist at human GLP-1 receptor; P43220; HEK293 GLP-1R CRE-luciferase, luminescence, 24 h; GLP-1R form is constitutively active; AID 624417; Potency, µM (series often up to 38.3 µM), for the others: at the top dose activity change, negative = inhibition, usual class: inhibitors; hit rate 1.6% among 410,000; further: potency means the concentration at half of the fitted maximal effect; on the % scale 0 is the no-effect control and ±100 the full control effect; nearly all actives have a fitted effect of over 55% in size
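Stable HEK293 clone (constitutively active GLP-1R + cAMP-response luciferase); 200 cells/uL plated, 12 h pre-culture, compound 24 hr, 37 deg C/5% CO2; detection reagent 12 min RT; luminescence.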
The depositor's hits bear a star; [ ] = dose if it differs, or a comment. Unless noted, the call rests on the fitted dose curve; in most records, active means well fitted curve in the direction sought with a large enough effect; inconclusive means small, poorly fitted or top-dose-only effect, or another doubt; inactive means no such curve, though single readings can be large; an effect the other way counts as inactive or inconclusive. Only part of the results is shown; count on the stated rates, not on these rows.

`CCc1c(C)nc(N2CCN(c3ccc(OC)cc3)CC2)[nH]c1=O` gave aSyn yeast inh -2%, GLP-1R agonist -1%, Abeta rescue -12%, PTHR1 agonist inactive, FUS suppressor -17%, DRD3 antagonist 2, TDP43 rescue 11%, pAkt inh inactive and GLP-1R inv ag 8%.
`CN(C)C(=O)COc1ccc2cc(-c3ccccc3)c(=O)oc2c1` gave aSyn yeast inh 3%, GLP-1R agonist -5%, Abeta rescue -17%, PTHR1 agonist inactive, FUS suppressor 12%, DRD3 antagonist -9, TDP43 rescue 8%, pAkt inh inactive and GLP-1R inv ag 0%.
Screening O=C(Nc1nc2ccc(S(=O)(=O)N3CCCC3)cc2s1)c1ccc(F)cc1 returned aSyn yeast inh -1%, Abeta rescue -8%, PTHR1 agonist -13%, FUS suppressor 7%, TDP43 rescue 24% and GLP-1R inv ag 3%.
Screening Nc1ccc(N=Nc2ccccc2)cc1[N+](=O)[O-] returned aSyn yeast inh -4%, GLP-1R agonist 20%, Abeta rescue -9%, PTHR1 agonist -1%, FUS suppressor 16%, DRD3 antagonist 0, TDP43 rescue 5%, pAkt inh inactive and GLP-1R inv ag inconclusive.
`COc1cc2c(cc1[N+](=O)[O-])n(C(C)C)c(=O)n2C(C)C` gave aSyn yeast inh 6%, GLP-1R agonist inconclusive, Abeta rescue 1%, PTHR1 agonist inactive, FUS suppressor -21%, DRD3 antagonist -2, TDP43 rescue 18%, pAkt inh inactive and GLP-1R inv ag 123%[activator].
For CCc1noc(C)c1C(=O)Oc1ccc(N(C)S(=O)(=O)c2ccc(C)cc2)cc1 the results were aSyn yeast inh -1%, GLP-1R agonist 6%, Abeta rescue -10%, PTHR1 agonist -26%, FUS suppressor 41%, DRD3 antagonist 38, TDP43 rescue 12%, pAkt inh inactive and GLP-1R inv ag inconclusive.
For CC(C)CC(NS(=O)(=O)c1ccccc1)C(=O)O (stereo unspecified) the results were aSyn yeast inh 8%, GLP-1R agonist -9%, Abeta rescue 17%, PTHR1 agonist inactive, FUS suppressor -3%, DRD3 antagonist -3, TDP43 rescue 0%, pAkt inh inactive and GLP-1R inv ag 4%.
For Cc1ccccc1C(=O)NC(NC(=S)Nc1ccc(S(N)(=O)=O)cc1)C(Cl)(Cl)Cl (stereo unspecified) the results were aSyn yeast inh 3%, GLP-1R agonist -7%, Abeta rescue -9%, PTHR1 agonist inactive, DRD3 antagonist -8, TDP43 rescue 5%, pAkt inh inactive and GLP-1R inv ag inconclusive.
CC(=O)Nc1cccc(C(=O)/C=C/c2ccc[nH]2)c1 was read as aSyn yeast inh 0%, GLP-1R agonist 0%, Abeta rescue -6%, PTHR1 agonist -30%[inhibitor], FUS suppressor 20%, DRD3 antagonist 47, TDP43 rescue 12%, pAkt inh inactive and GLP-1R inv ag 36%[activator].
Cc1ccc(NC(=O)c2sc(Cl)nc2-c2ccccc2)cc1 was read as aSyn yeast inh 1%, GLP-1R agonist -4%, Abeta rescue -4%, PTHR1 agonist -25%[57.5 µM], FUS suppressor 12%, DRD3 antagonist 0, TDP43 rescue inconclusive, pAkt inh inactive and GLP-1R inv ag inconclusive.
Screening CN(C)S(=O)(=O)c1ccc(N2CCCC2)c(C(=O)Nc2ccc(Br)cc2F)c1 returned aSyn yeast inh 3%, GLP-1R agonist 0%, Abeta rescue 12%, PTHR1 agonist -22%, FUS suppressor 6%, DRD3 antagonist -21, TDP43 rescue 21%, pAkt inh inactive and GLP-1R inv ag 11%.
Screening C=C(C)C(=O)Nc1cccc(C2=NOC3(C2)C[C@H](C(N)=O)N(C(=O)/C=C/C)C3)c1 (stereo partly specified) returned aSyn yeast inh -1%, GLP-1R agonist -4%, Abeta rescue -16%, PTHR1 agonist 4%, FUS suppressor 2%, DRD3 antagonist 8, TDP43 rescue -8%, pAkt inh inactive and GLP-1R inv ag 9%.
`C/C(=N\NC(=O)c1c[nH]c2ccccc12)c1ccc(C)s1` gave aSyn yeast inh -1%, GLP-1R agonist 6%, Abeta rescue 4%, PTHR1 agonist inactive, FUS suppressor 7%, DRD3 antagonist -8, TDP43 rescue -4%, pAkt inh inactive and GLP-1R inv ag 15%.
CC(=O)c1cccc(NC(=O)c2ccc(C)o2)c1 was read as aSyn yeast inh 0%, GLP-1R agonist 7%, Abeta rescue -17%, PTHR1 agonist -11%, FUS suppressor -6%, DRD3 antagonist 0, TDP43 rescue -8%, pAkt inh inactive and GLP-1R inv ag 11%.
Screening CC1(C)C2CCC1(CS(=O)(=O)NC1CCCC1)C(=O)C2 (stereo unspecified) returned aSyn yeast inh -1%, GLP-1R agonist 3%, Abeta rescue 2%, PTHR1 agonist 4%, FUS suppressor 4%, DRD3 antagonist -20, TDP43 rescue -23%, pAkt inh inactive and GLP-1R inv ag -5%.
For O=C(Nc1cccnc1)C1COc2ccccc2O1 (stereo unspecified) the results were aSyn yeast inh -6%, GLP-1R agonist -1%, Abeta rescue 23%, PTHR1 agonist inactive, FUS suppressor 19%, DRD3 antagonist -10, TDP43 rescue -9%, pAkt inh inactive and GLP-1R inv ag 5%.
Cc1cc(N2C(=O)C3C4C=CC(C4)C3C2=O)ccc1Br (stereo unspecified) was read as aSyn yeast inh 0%, GLP-1R agonist -1%, Abeta rescue -22%, PTHR1 agonist inactive, FUS suppressor 5%, DRD3 antagonist inconclusive, TDP43 rescue 28%, pAkt inh inactive and GLP-1R inv ag inconclusive.
For N#Cc1ccccc1CSc1nnc(Cc2ccccc2)o1 the results were aSyn yeast inh 8%, GLP-1R agonist 19%, Abeta rescue -7%, PTHR1 agonist -2%, FUS suppressor 11%, DRD3 antagonist -10, TDP43 rescue inconclusive, pAkt inh inactive and GLP-1R inv ag inconclusive.
CC1CCCCC1NC(=O)CCNS(=O)(=O)c1ccc2c(c1)CCC(=O)N2 (stereo unspecified) was read as aSyn yeast inh 12%, GLP-1R agonist -5%, Abeta rescue -3%, PTHR1 agonist -3%, FUS suppressor -19%, DRD3 antagonist 13, TDP43 rescue 8% and GLP-1R inv ag 5%.
For NC(=O)CCC(=O)N1CCCC(C(=O)c2ccc3c4c(cccc24)CC3)C1 (stereo unspecified) the results were aSyn yeast inh 5%, GLP-1R agonist 5%, Abeta rescue 3%, PTHR1 agonist -9%, FUS suppressor -8%, DRD3 antagonist 15, TDP43 rescue 5%, pAkt inh inactive and GLP-1R inv ag 4%.
Screening CCOC(=O)c1noc2ncn(CC(=O)Nc3ccc(C)c(F)c3)c(=O)c12 returned aSyn yeast inh 1%, GLP-1R agonist -6%, Abeta rescue -20%, PTHR1 agonist inactive, FUS suppressor -8%, TDP43 rescue 23% and GLP-1R inv ag -14%.
C/C(=N\NC(=O)C(O)c1ccccc1)c1cccnc1 (stereo unspecified) was read as aSyn yeast inh 2%, GLP-1R agonist -5%, Abeta rescue 11%, PTHR1 agonist -14%, FUS suppressor -5%, DRD3 antagonist 6, TDP43 rescue -9%, pAkt inh inactive and GLP-1R inv ag 12%.
`Cc1ccccc1-c1cc(C(=O)NCc2ccc3c(c2)OCO3)nn1CC1CC(c2cccc([N+](=O)[O-])c2)=NO1` (stereo unspecified) gave aSyn yeast inh 6%, GLP-1R agonist -4%, Abeta rescue 7%, PTHR1 agonist inactive, FUS suppressor 45%, DRD3 antagonist -18, TDP43 rescue 17%, pAkt inh inactive and GLP-1R inv ag -5%.
For COc1ccc(-c2noc3c2-c2nc(-c4ccccc4Cl)sc2CC3)cc1 the results were aSyn yeast inh 2%, GLP-1R agonist -4%, Abeta rescue 5%, PTHR1 agonist -23%, FUS suppressor 12%, DRD3 antagonist 31, TDP43 rescue 4%, pAkt inh inactive and GLP-1R inv ag 15%.
O=C(NCc1ccncc1)C(=O)NCC1OCCN1S(=O)(=O)c1ccccc1 (stereo unspecified) was read as aSyn yeast inh -1%, GLP-1R agonist 10%, Abeta rescue -3%, PTHR1 agonist -25%, FUS suppressor -28%, DRD3 antagonist 1, TDP43 rescue 14%, pAkt inh inactive and GLP-1R inv ag -6%.
Screening COc1ccc(CC(=O)Nc2ccc(-c3cn4ccccc4n3)cc2)cc1 returned aSyn yeast inh 0%, GLP-1R agonist -4%, Abeta rescue -3%, PTHR1 agonist -24%[57.5 µM], FUS suppressor 5%, DRD3 antagonist 6, TDP43 rescue -3%, pAkt inh inactive and GLP-1R inv ag 15%.
For CN1CCN(CC(=O)N(C)c2nc(-c3ccccc3)cs2)CC1 the results were aSyn yeast inh 0%, GLP-1R agonist -13%, Abeta rescue 1%[9.22 µM], PTHR1 agonist -8%, FUS suppressor -25%, DRD3 antagonist inconclusive, TDP43 rescue -1%, pAkt inh inactive and GLP-1R inv ag inconclusive.
`CC1CCN(C(=O)CN2c3ccc(C(C)C)cc3-c3ccccc3S2(=O)=O)CC1` gave Abeta rescue 6%, PTHR1 agonist -8%, FUS suppressor 38%, TDP43 rescue -16% and GLP-1R inv ag inconclusive.

Entries above containing bromine, in the order listed:
Screening CN(C)S(=O)(=O)c1ccc(N2CCCC2)c(C(=O)Nc2ccc(Br)cc2F)c1 returned aSyn yeast inh 3%, GLP-1R agonist 0%, Abeta rescue 12%, PTHR1 agonist -22%, FUS suppressor 6%, DRD3 antagonist -21, TDP43 rescue 21%, pAkt inh inactive and GLP-1R inv ag 11%.
Cc1cc(N2C(=O)C3C4C=CC(C4)C3C2=O)ccc1Br (stereo unspecified) was read as aSyn yeast inh 0%, GLP-1R agonist -1%, Abeta rescue -22%, PTHR1 agonist inactive, FUS suppressor 5%, DRD3 antagonist inconclusive, TDP43 rescue 28%, pAkt inh inactive and GLP-1R inv ag inconclusive.
